M. tuberculosis = growth inhibition of non-replicating M. tuberculosis (AID 488890); Mycobacterium tuberculosis non-replicating, growth inhibition; higher % means a stronger effect; actives 0.39% (n = 320,000); one-dose inhibition, % at 25 µM; IC50 in µM for titrated hits; in the data active means a potency from the dose series; inconclusive means inhibition mostly from about 82% at the one dose, without a potency; inactive means the rest, 99 in 100 with inhibition below about 76%;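 further: plate controls were DMSO cells for no effect and high antibiotic wells for full effect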
VEEV TC-83 Vero = inhibitors of VEEV TC-83 cytopathic effect, confirmation, Vero cells (AID 588727) | Vero cells, VEEV TC-83 cytopathic effect inhibition; higher % means a stronger effect | inhibition, % at 20 µM, or IC50 in µM where a hit was titrated | actives 0.13% (n = 350,000); in the data active means a potency from the dose series; inconclusive means inhibition mostly from about 14% at the one dose, without a potency; inactive means the rest, 99 in 100 with inhibition below about 12%; further: strong numbers were not always called active
Salmonella PhoP GFP = PhoP regulon inhibitors, Salmonella typhi PhoP promoter GFP reporter, confirmatory (AID 1850); Salmonella Typhi PhoP-promoter GFP reporter, fluorescence, 4 h; higher % means a stronger effect; inhibition, % at 50 µM; hits with a dose series show IC50 in µM; actives 0.33% (n = 310,000); in the data active means a potency from the dose series; inconclusive means inhibition mostly from about 25% at the one dose, without a potency; inactive means the rest, 99 in 100 with inhibition below about 19%;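 further: 0% = induced wells with vehicle and 100% = uninduced wells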
M. tuberculosis HTS = M. tuberculosis growth inhibition, HTS (AID 449762); M. tuberculosis H37Rv growth inhibition, 7H9 media; higher % means a stronger effect; one-dose inhibition, % at 25 µM; IC50 in µM for titrated hits; actives 0.59% (n = 330,000); in the data active means a potency from the dose series; inconclusive means inhibition above about 70% without an active follow-up result;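 further: bacterial growth assessed after seven days of incubation; strong numbers were not always called active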
influenza NS1A = H1N1 influenza NS1A inhibitors, functional cell based assay (AID 504329) | NS1A functional cell-based assay, percent inhibition; higher % means a stronger effect | actives 0.3% (n = 340,000) | inhibition, % at 12.5 µM; hits with a dose series show IC50 in µM; in the data active means a potency from the dose series; inconclusive means inhibition above about 27% without an active follow-up result; further: strong numbers were not always called active
VEEV TC-83 Vero 10K pilot screen = also measured in VEEV TC-83 Vero; calls as there; inhibition, %; measured here: 10K pilot screen inhibition
Numbers without * were called inactive; i = inactive; ? = inconclusive; · = no result given; & = joins results of further samples.

SMILES	M. tuberculosis	VEEV TC-83 Vero	Salmonella PhoP GFP	M. tuberculosis HTS	influenza NS1A	others
CCC(=O)Nc1nc(CC(=O)Nc2ccccc2)cs1	-4%	1.0%	-2%	-4%	8%	VEEV TC-83 Vero 10K pilot screen=0.4
Cc1c(C(=O)N2CCC2)oc2c(F)cccc12	9%	2.2%	·	-4%	0%
Cc1ccc(-c2cc(-c3ccccc3O)nc(N/N=C/c3cccnc3)n2)cc1	14%	7.7%	-11%	6%	-5%
Clc1ccc2c(NCc3cccs3)ncnc2c1	1%	0.3%	-13%	7%	1%
O=C1CC(c2ccccc2F)C2=C(COC2=O)N1 (configuration not stated)	-19%	0.5%	0%	-3%	·
COc1ccc(CNC(=O)[C@H](C)NC(=O)C2CC(=O)N(c3ccc(OC)cc3)C2)cc1 (some centres not stated)	-7%	4.4%	8%	-1%	1%
Cc1ccc(NC(=O)Cn2nc(C)c(S(=O)(=O)N(C)C)c2C)cc1	-4%	3.3%	-11%	0%	8%
N/C(=N\c1nc2c(c(=O)[nH]1)CCCC2)Nc1ccccc1	-5%	2.5%	-24%	-8%	19%
Cc1[nH]c2ccccc2c1C(=O)/C=C/c1ccccc1Cl	7%	?	12%	-5%	3%
CC(C#N)(NC(=O)COC(=O)c1ccccc1NCCO)C1CC1 (configuration not stated)	-8%	2.4%	-3%	-6%	5%
CCC(=O)c1ccc(OCC(=O)N2CCN(c3ncccn3)CC2)cc1	-12%	0.7%	-3%	0%	10%
Cc1ccccc1C(=O)NC1CCN(Cc2nnnn2Cc2ccc(F)cc2)CC1	16%	0.9%	-8%	4%	-6%
CC1(C)CC(=O)C=C(Nc2cc(-c3ccccc3)[nH]n2)C1	6%	2.0%	2%	-7%	-2%
O=C1CC(c2ccco2)CC(O)=C1C=NCCN1CCN(C(=S)Nc2ccccc2)CC1 (configuration not stated)	3%	1.0%	3%	3%	2%
CCCCC(=O)c1ccc(O)cc1O	29%	1.2%	-3%	?	-9%
CC(C)OP(=O)(OC(C)C)C(O)c1cccnc1 (configuration not stated)	3%	1.0%	-10%	-7%	1%	VEEV TC-83 Vero 10K pilot screen=0.8
Cc1cc(C)cc(OCc2nnc(SCC(=O)Nc3ccccc3)o2)c1	?	i	1%	0%	-5%
S=C(NCCCN1CCOCC1)Nc1ccc(Cl)cc1Cl	-16%	2.4%	2%	7%	-13%
O=C(N/N=C/c1ccc(N2CCOCC2)cc1)C1CC1	·	0.1%	-6%	2%	-6%
CCc1cc2c(=O)c(-c3cnn(-c4ccccc4)c3)coc2c(CN2CCOCC2)c1O	18%	9.8%	0%	?	9%
COc1ccc(C(Nc2ccccn2)c2oc(CO)cc(=O)c2O)cc1 (configuration not stated)	-5%	0.8%	-3%	-3%	-7%
Cc1nn(Cc2ccccc2)c(Cl)c1C(=O)OCC(=O)NCC1CCCO1 (configuration not stated)	6%	0.2%	-7%	-1%	-7%
NS(=O)(=O)c1ccc(CCNC(=O)/C=C/c2ccc([N+](=O)[O-])cc2)cc1	25%	i	4%	4%	4%
O=C(O)/C=C\C(=O)N1CCc2ccccc21	7%	0.5%	-7%	0%	-9%
CC(OC(=O)c1n[nH]c2ccccc12)C(=O)Nc1ccccc1[N+](=O)[O-] (configuration not stated)	6%	9.3%	·	-1%	6%

More structures
SMILES	M. tuberculosis	VEEV TC-83 Vero	Salmonella PhoP GFP	M. tuberculosis HTS	influenza NS1A	others
O=C(Nc1ccn(-c2ccccc2)n1)c1ccc(Cl)cc1	?	3.9%	-9%	?	-5%
O=c1cc[nH]c2cc(Cl)ccc12	-9%	0.9%	-6%	-8%	0%
COc1ccc(C2/C(=C(/O)c3ccccc3)C(=O)C(=O)N2c2ncccn2)cc1OC (configuration not stated)	5%	0.9%	-1%	9%	18%
CCOC(=O)COc1cccc(C2NC(=O)c3ccccc3O2)c1 (configuration not stated)	?	0.1%	-4%	10%	18%
COc1ccc(Cl)cc1NC(=O)C/C(C)=N/NC(=O)Cc1ccccc1	4%	0.8%	-8%	0%	1%
O=C(CN(C(=O)c1ccc(Cl)cc1)C1CCCCC1)Nc1ccc(Cl)c([N+](=O)[O-])c1	-13%	i	-8%	2%	5%
CCc1ccc(OCC(=O)N2CCN(c3ccccn3)CC2)c(Br)c1	16%	3.0%	-10%	14%	-8%
Cc1cc(C)n(C(=O)c2ccc(S(=O)(=O)N3CCOCC3)cc2)n1	-7%	2.0%	7%	-3%	0%
Cc1onc(-c2ccccc2)c1C(=O)N/N=C/c1cc(Br)c(Br)o1	15%	0.6%	2%	5%	3%
Cc1cc(C)nc(NS(=O)(=O)c2ccc(N3C(=O)C4C5C=CC(C5)C4C3=O)cc2)n1 (configuration not stated)	-4%	0.1%	3%	2%	-9%
COc1cc2c(cc1OC)C(c1cccs1)NCC2 (configuration not stated)	23%	1.3%	1%	-9%	1%
O=C(O)c1ccc(Sc2ccccn2)c([N+](=O)[O-])c1	0%	0.4%	0%	0%	·
O=C(NCc1cccs1)C1CCCN1C(=O)Nc1ccc(Cl)cc1 (configuration not stated)	-3%	·	-3%	-1%	·
Cc1nnc(N2C(=O)C(O)=C(C(=O)c3ccco3)C2c2cccc([N+](=O)[O-])c2)s1 (configuration not stated)	7%	2.1%	-4%	-3%	-4%
COc1nc(Nc2cccc(C(F)(F)F)c2)nc(OC)n1	-4%	6.6%	5%	6%	7%
Nc1nc(Nc2cccc3ccccc23)nc(C2CCCC2=O)n1 (configuration not stated)	·	·	-7%	-7%	·
COc1cc2c3nnc(-c4ccc(F)cc4)c-3cn(Cc3ccc(C)cc3)c2cc1OC	31%	0.9%	·	-7%	1%
O=C(NC1CCCC1)c1ccc2c(c1)N(Cc1ccc(F)cc1)CCS2	33%	7.4%	2%	8%	1%
CCC(C)C(N)C1=NC(C(=O)N[C@@H](CC(C)C)C(=O)N[C@H](CCC(=O)O)C(=O)N[C@H](C(=O)N[C@H]2CCCCNC(=O)[C@H](CC(N)=O)NC(=O)[C@@H](CC(=O)O)NC(=O)[C@H](Cc3cnc[nH]3)NC(=O)[C@@H](Cc3ccccc3)NC(=O)[C@H]([C@@H](C)CC)NC(=O)[C@@H](CCCN)NC2=O)[C@@H](C)CC)CS1 (some centres not stated)	·	1.0%	·	·	4%
CC(C)(C)N(Cc1ccccc1)C(=O)c1ccc(Cl)cc1[N+](=O)[O-]	56%	i	-8%	2%	-2%
CCOC(=O)Cc1nnc(Nc2cc(C)ccc2C)c2ccccc12	1%	0.3%	-1%	5%	-1%
O=C(CSc1cccc2cccnc12)N/N=C/c1ccc(F)cc1	17%	0.7%	1%	4%	3%
Cc1ccc(C(=O)Nc2cccc(C(=O)NCc3ccco3)c2)cc1	15%	8.1%	9%	-3%	1%
O=C(c1ccc2nc(N3CCOCC3)sc2c1)N1CCN(c2ccc(Cl)cc2)CC1	25%	2.3%	-3%	8%	3%
Cc1ccc(N(C)S(=O)(=O)c2cccc(C(=O)NCC(c3cccs3)N3CCOCC3)c2)cc1 (configuration not stated)	11%	8.0%	11%	-5%	4%

Additional records follow:
SMILES	M. tuberculosis	VEEV TC-83 Vero	Salmonella PhoP GFP	M. tuberculosis HTS	influenza NS1A	others
O=C(COC(=O)c1ccc(S(=O)(=O)Nc2ccccc2)cc1)NCCN1C(=O)CSC1=O	2%	6.0%	0%&3%	-3%	10%
CC(=O)NC(C(=O)c1ccccc1)C(=O)c1ccccc1	-6%	0.3%	-1%	-1%	-6%
COc1cc2c(cc1NC(=O)c1cccc([N+](=O)[O-])c1)oc1ccccc12	-2%	1.4%	-4%	4%	1%
COc1ccc(-n2ncc3c(NCc4cccs4)ncnc32)cc1	8%	1.9%	-5%	-7%	1%
O=C1CCCC2=C1C(c1ccc(O)c(O)c1)c1c(ccc3ncccc13)N2 (configuration not stated)	2%	2.8%	-7%	4%	·
N#CCC(CNc1ncc(C(F)(F)F)cc1Cl)OC(=O)c1c(F)cccc1F (configuration not stated)	7%	0.6%	1%	10%	-9%
Clc1ccccc1Sc1cnc2ccccc2n1	22%	5.2%	-14%	1%	-27%
O=C(COC(=O)c1ncc(Cl)c(Cl)c1Cl)Nc1cccnc1Cl	19%	i	-8%	-3%	1%
O=C(CCc1nnc(CCCc2ccccc2)o1)N1CCCCCC1	-3%	2.6%	5%	32%	-12%
O=C(CC1Nc2c3ccccc3nc(=S)n2C1=O)NC1CCCCC1 (configuration not stated)	-15%	·	10%	-12%	·
O=C(CSC1=Nc2ccccc2C2=NC(CC(=O)N3CCN(c4ccccc4)CC3)C(=O)N12)NCC1CCCO1 (configuration not stated)	-11%	1.3%	-5%	4%	10%
O=C(NCc1ccccc1)c1nc(-c2cccs2)no1	16%	i	-1%	0%	2%
O=C(COc1ccc(/C=N/NS(=O)(=O)c2ccccc2)cc1)NCc1ccccc1	1%	7.8%	-5%	1%	-1%
CC1=C(C(=O)NC(C)c2ccccc2)C2(CCC(C)CC2)OC1=O (configuration not stated)	13%	i	8%	-7%	-5%
CCCCNC(=O)Oc1cc(CCl)on1	78%	·	-2%	?	·
CCOC(=O)c1ccc(NC(=O)CC2SC3=NCCN3C2=O)cc1 (configuration not stated)	-15%	i	8%	0%	5%
O=C(CSc1nc2ccccc2[nH]1)NCCN1CCCCC1	3%	0.7%	16%	-10%	-6%	VEEV TC-83 Vero 10K pilot screen=0.5
CCCN(S(=O)(=O)c1ccc(OCC)cc1)S(=O)(=O)c1cccs1	14%	2.6%	-7%	9%	2%
Nc1cc(=O)[nH]c(SCCNS(=O)(=O)c2ccccc2)n1	3%	1.4%	-4%	6%	8%
Cc1ccccc1CS(=O)(=O)CCC(=O)N1CCN(c2ccc(N3CCOCC3)nn2)CC1	11%	0.9%	-2%	-1%	2%	VEEV TC-83 Vero 10K pilot screen=0.7
Cc1cc(NC(=O)c2cc([N+](=O)[O-])cc([N+](=O)[O-])c2C)no1	-2%	i	-15%	-3%	-9%
Cn1cc(S(=O)(=O)NCc2ccc3c(c2)OCO3)c(C(F)(F)F)n1	-6%	1.4%	-4%	-11%	-2%
O=C(c1ccco1)N1N=C2CCCCCC2C1(O)C(F)(F)F (configuration not stated)	8%	1.9%	-12%	8%	-3%
O=C(Cn1cc([N+](=O)[O-])ccc1=O)N1CCCc2ccccc21	15%	1.1%	7%	54%	-4%
CCN(Cc1cccs1)C(=O)CN1C(=O)NC2(CCCc3ccccc32)C1=O (configuration not stated)	19%	1.1%	·	-9%	-2%

(listing goes on)
SMILES	M. tuberculosis	VEEV TC-83 Vero	Salmonella PhoP GFP	M. tuberculosis HTS	influenza NS1A	others
Cc1ccc([C@@H]2[C@@H]3C(=O)N(c4ccccc4)C(=O)[C@@H]3[C@]3(C)C(=O)N(Cc4ccccn4)CC(=O)N23)o1	10%	1.8%	11%	-10%	6%
Cc1cccc(NC(=S)NNC(=S)NC2CCCCC2)c1C	?	1.3%	3%	0%	-4%
COC(=O)C1=CN(c2ccc(OC)cc2)C=C(C(=O)OC)C1c1ccc(C)c([N+](=O)[O-])c1	27%	i	-6%	9%	0%
CCOc1ccc(-c2nn(-c3ccccc3)cc2/C=C(\C#N)S(=O)(=O)c2ccccc2)cc1C	1%	5.8%	2%	-2%	-7%
COc1ccc(CC(=O)OCC(=O)Nc2c(C)n(C)n(-c3ccccc3)c2=O)cc1OC	-4%	0.5%	·	-8%	-5%
N/C(Cc1ccc([N+](=O)[O-])cc1)=N\OC(=O)Cc1ccc(Cl)cc1	44%	1.4%	-1%	6%	-2%
CC(=O)N1CCN(C(=O)COc2ccc(Br)cc2)CC1	-1%	1.0%	-9%	-2%	-2%

Source: PubChem BioAssay (Southern Research Specialized Biocontainment Screening Center)
